Source: PubChem (Broad Institute)
LGR2 inh: inhibitors of bursicon-induced Drosophila LGR2 receptor cAMP signaling | HEK293 LGR2, CRE-luciferase, bursicon-stimulated, 4 h | inhibition, % at 9.99 µM | actives 0.35% (n = 380,000);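 active means drop in luminescence signal, shown as inhibition above about 50% in the replicate tests, limit read from the data, passing the limit was not always enough; inconclusive means probably only some replicates passing the limit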;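 further: agonist challenge used bursicon conditioned medium at about half maximal strength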
DENV2 CPE rescue: protects cells from dengue virus 2 cytopathic effect; DENV2-infected cells, cytopathic effect rescue, plate reader; CPE inhibition, % at 9.99 µM; actives 1.7% (n = 350,000); AID 651640; in the data active means CPE inhibition above about 20%, passing the limit was not always enough; inconclusive means no clear call, values can overlap the other calls; tested in BHK-21 cells;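 further: 0% = median of neutral control wells and 100% = median of positive control wells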
ARNT TACC3 PPI: ARNT/TACC3 interaction disruption; actives 0.66% (n = 390,000); Q9Y6A5; inhibition, % at 9.99 µM; AlphaScreen His-ARNT PAS-B/GST-TACC3 binding, luminescence; TACC3 fragment carries E629A point mutation;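 active means mean inhibition of replicates at least 50% and at least half of replicates each reaching 50%; inconclusive means half or more replicates reach 50% but mean below 50%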;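 further: 0% = complete ARNT plus TACC3 wells and 100% = ARNT alone without TACC3; many hits fall short of the cut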
EWS-Fli block: EWS/Fli transcriptional activity inhibition. actives 0.67% (n = 350,000). inhibition, % at 12.6 µM. AID 651661. A673 NR0B1-luciferase reporter, viability-normalised;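 active means mean inhibition of at least 50% after viability correction, with every replicate also passing that limit; inconclusive means mean reaches 50% but only one of two replicates passes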;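 further: firefly luciferase signal divided by Alamar Blue viability fluorescence both relative to DMSO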
SIRT5 block: blocks human SIRT5 desuccinylation of peptide; inhibition, % at 15 µM; Purified SirT5, succinyl-peptide AMC, trypsin-coupled fluorescence; actives 1.1% (n = 330,000); Q9NXA8; in the data active means inhibition above about 15%; inconclusive means no clear call, values can overlap the other calls
Target sequence (Q9NXA8 whole entry, looked up): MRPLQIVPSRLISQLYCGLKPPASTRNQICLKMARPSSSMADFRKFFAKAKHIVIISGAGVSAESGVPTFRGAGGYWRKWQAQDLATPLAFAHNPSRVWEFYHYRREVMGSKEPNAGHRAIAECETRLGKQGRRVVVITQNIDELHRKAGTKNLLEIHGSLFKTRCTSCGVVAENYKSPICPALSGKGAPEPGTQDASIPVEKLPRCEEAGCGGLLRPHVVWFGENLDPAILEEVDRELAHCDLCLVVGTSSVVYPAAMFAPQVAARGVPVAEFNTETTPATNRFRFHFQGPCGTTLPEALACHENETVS
Casp6 inh: caspase-6 (human) enzyme inhibition. inhibition, % at 12.5 µM. actives 0.53% (n = 350,000). purified caspase-6, Z-VEID-R110 cleavage fluorescence. AID 686996. P55212;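 active means mean inhibition across replicates at least about 35%, with every replicate also reaching that limit, limit read from the data; inconclusive means only one of the two criteria met; inactive means neither criterion met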;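 further: 0% = median of neutral control wells and 100% = no fluorescence left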
Target sequence (P55212 24-179 limits assumed): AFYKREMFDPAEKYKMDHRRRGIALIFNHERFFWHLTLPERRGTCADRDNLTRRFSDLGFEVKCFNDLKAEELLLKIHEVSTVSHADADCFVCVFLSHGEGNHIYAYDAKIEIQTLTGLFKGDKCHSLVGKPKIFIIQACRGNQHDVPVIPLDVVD
Target sequence (P55212 194-293 limits assumed): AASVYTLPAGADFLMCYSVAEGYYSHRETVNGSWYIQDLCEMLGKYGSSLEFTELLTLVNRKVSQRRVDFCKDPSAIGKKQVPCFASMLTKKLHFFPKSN
PAX8 inh HTS: PAX8 transcriptional activity inhibition; AID 652154; inhibition, % at 12.6 µM; actives 1.2% (n = 360,000); RMG-I TPO-luciferase reporter, SteadyGlo, 24 h;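 active means mean replicate inhibition at least 60% with every replicate also reaching 60%; inconclusive means only one of the two criteria is met; inactive means mean below 60% and not all replicates reaching 60%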;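 further: luciferase light reporting Pax8 driven TPO promoter activity; plate controls were median of neutral control wells for no effect and mitoxantrone controls for full effect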
Numbers without * were called inactive; u = inconclusive; x = no result given; & = joins results of further samples.

SMILES	LGR2 inh	DENV2 CPE rescue	ARNT TACC3 PPI	EWS-Fli block	SIRT5 block	Casp6 inh	PAX8 inh HTS
CC1=C(C(=O)OCCCCCl)C(c2cc3c(cc2Br)OCO3)NC(=O)N1 (stereo not given)	2	-6	7	12	-1	0	3
O=C(Nc1cc(F)ccc1F)N[C@H]1CC[C@@H](CCn2cc(C3CCCC3)nn2)O[C@H]1CO	1	-9	x	x	-2	3	24
CCOC(=O)CSc1ccc2nnc(-c3ccccc3)n2n1	0	5	10	11	-1	1	-13
COc1ccc(S(=O)(=O)Nc2ccc3c(c2)C(=O)N([C@@H](C)CO)C[C@@H](C)[C@@H](CN(C)S(=O)(=O)c2ccc(F)cc2)OCCCC[C@@H](C)O3)cc1	12	2	10	3	11	1	56
Cc1ccc(CN2CCC(CNC(=O)c3ccc(NC(=O)C4=CSCCO4)cc3)CC2)cc1	10	4	-2	-19	0	-20	-20
COc1ccc(NC(=O)CCN2C(=O)NC3(CCCC3)C2=O)cc1Cl	4	-4	6	-7	-3	-1	3
COc1ccc(S(=O)(=O)Nc2ccc3c(c2)C(=O)N([C@H](C)CO)C[C@@H](C)[C@H](CN(C)S(=O)(=O)c2ccccc2)OCCCC[C@H](C)O3)cc1	12	3	x	19	25*	-2	51
O=C(C[C@H]1C[C@H]2c3cc(NC(=O)Nc4ccc(C(F)(F)F)cc4)ccc3O[C@H]2[C@H](CO)O1)NCCc1ccccc1	3	-1	-5	8	-3	-1	-29
COc1ccc(CN(C)C[C@@H]2OCCCC[C@@H](C)Oc3ccc(NC(=O)c4ccccc4)cc3C(=O)N([C@@H](C)CO)C[C@@H]2C)cc1	11	-1	0	-3	-3	1	4
CCOC(=O)C1=C(C)N(CCO)C(=O)NC1c1ccccc1 (stereo not given)	25	0	26	0	-2	0	x
Cc1ccc(CN2CCN(Cc3c(C)nn(-c4ccc(F)cc4)c3C)CC2CCO)o1 (stereo not given)	-5	-1	-1	-50	-3	4	-6
CC(C)(C)NC(=O)CC1C[C@H](C(=O)N2CCOCC2)[C@@]2(CCC3CCCC3)c3[nH]c4ccccc4c3CCN2C1=O (stereo not given in full)	-13	-1	22	-13	4	1	-8
CN(C)C(=O)c1ccc(NC(=O)c2cc(-c3ccco3)nc3ccccc23)cc1	0	14	-3	-1	6	28	-8
O=C(COC(=O)C1CCN(c2ccc(C(F)(F)F)cn2)CC1)NCc1cccc(Cl)c1	17	15	-14	-2	-4	0	-20
COc1ccc(NC(=O)N(C)C[C@H]2OCCCC[C@@H](C)Oc3ccc(NS(=O)(=O)c4c(C)noc4C)cc3C(=O)N([C@H](C)CO)C[C@@H]2C)cc1	2	-1	-2	1	x	x	-2
COCC(=O)N(C)[C@H]1C[C@H]2c3[nH]c4ccccc4c3CCN2C(=O)[C@H]1[C@H](C)O	-24	1	x	-17	1	19	7
Cc1cnc(CNc2nc3cc(-c4ccccc4C)sc3c(=O)n2C)cn1	-6	4	x	-3	1	4	-11
CC=Cc1ccc2n(c1=O)C[C@@H]1[C@@H](CO)[C@H](C(=O)NC3CCC3)[C@H]2N1C(=O)c1cnccn1 (mixture of isomers)	-1	5	x	-3	1	-3	x
COc1ccc2c3c([nH]c2c1)[C@H](CO)N(Cc1ccccn1)CC31CCN(Cc2cccc(F)c2)CC1	-7	-9	x	29	2	-1	x
COc1ccc(-c2ccccc2[C@H]2[C@@H](C#N)N(C(=O)C3CCC3)[C@@H]2CO)cc1	-1	4	x	-2	1	0	-4
COc1cccc(NC(=O)CN2CCSc3ccccc32)c1	-5	13	5	4	-2	2	8
O=C(Nc1ccc(F)cc1F)c1cc(-c2ccc3c(c2)OCO3)on1	-1	5	6	-90	-5	-3	-16
CCCNC(=O)N1C[C@@H](O)COC[C@H]2O[C@H](CC(=O)N[C@H]3CCN(Cc4ccccc4)C3)CC[C@@H]21	-26	0	5	3	0	-1	-1
CCCC[C@@H]1CNC(=S)N1CCCC	-1	-5	-2	-16	-2	-5	-12
CCc1cc2cc3c(cc2nc1SCC(=O)Nc1nnc(C)s1)OCCO3	-13	1	-3	5	-1	-3	x
C[C@H]1CN([C@@H](C)CO)C(=O)Cc2cc(NS(=O)(=O)c3ccccc3)ccc2O[C@@H]1CN(C)C(=O)Nc1ccc(F)cc1	-4	-3	-19	-5	2	-3	-11
C[C@@H]1CN([C@@H](C)CO)C(=O)c2cc(NC(=O)NC3CCCCC3)ccc2O[C@@H](C)CCCCO[C@@H]1CN(C)Cc1ccncc1	-4	-10	35	-2	-1	0	2
Nc1cc(OCC(F)(F)F)cc([N+](=O)[O-])c1	-3	x	-3	x	x	x	-3
C[C@@H]1CN([C@H](C)CO)C(=O)c2cc(C3=CCCC3)cnc2O[C@@H]1CN(C)Cc1ccccc1C(=O)O	-5	-5	-4	11	2	-2	-14
CCCn1c(=N)n(CC(O)COc2ccc(C)cc2)c2ccccc21 (stereo not given)	12	41*	1	24	-3	1	-9
COCCNc1c(-c2cc3ccc(C)c(C)c3[nH]c2=O)nc2ccccn12	-9	x	4	6	5	3	-49
COc1ccc(-n2nc3cc(C)c(NC(C)=O)cc3n2)cc1	48	-5	-2	51*	-3	1	-135
C[C@@H]1CN([C@H](C)CO)C(=O)c2cc(-c3ccc(C#N)cc3)cnc2O[C@H]1CN(C)CC1CCOCC1	6	4	1	1	-9	0	1
COc1ccc(OC)c(-c2csc(NC(=O)CN3C(=O)C4CCCCC4C3=O)n2)c1 (stereo not given)	8	3	-6	-6	-5	0	-5
O=C(Cc1ccncc1)N1C[C@@H]2N[C@H](C1)C2c1ccc(/C=C/c2ccccc2)cc1 (stereo not given in full)	1&-24	10&13	x	4&-2	x	x	-152&-7
Cc1cc(OC(C)C(=O)NC(Cc2c[nH]c3ccc(O)cc23)C(=O)O)c2c(C)cc(=O)oc2c1 (stereo not given)	-8	-3	-13	9	-3	8	x
Cc1nccn1-c1ccc(C=O)cc1	7	3	-2	10	-2	0	9
NC(Cc1ccc(Cl)cc1)c1csc(Nc2ccc(S(N)(=O)=O)cc2)n1 (stereo not given)	17	1	x	-6	5	20	16
C[C@H]1CN([C@@H](C)CO)C(=O)Cc2cc(NC(=O)Cn3cnnn3)ccc2O[C@H]1CN(C)Cc1ccc(C(=O)O)cc1	-5	2	-7	-3	18*	-1	x
Cc1ccc(S(=O)(=O)Nc2ccc3c(c2)C(=O)N([C@@H](C)CO)C[C@H](C)[C@@H](CN(C)Cc2ccncc2)OCCCC[C@@H](C)O3)cc1	5	-2	-4	24	9	0	-8

Entries of single compounds, looked up by structure:
Record of Cc1nccn1-c1ccc(C=O)cc1 = LGR2 inh: 7; DENV2 CPE rescue: 3; ARNT TACC3 PPI: -2; EWS-Fli block: 10; SIRT5 block: -2; Casp6 inh: 0; PAX8 inh HTS: 9
Record of O=C(C[C@H]1C[C@H]2c3cc(NC(=O)Nc4ccc(C(F)(F)F)cc4)ccc3O[C@H]2[C@H](CO)O1)NCCc1ccccc1 = LGR2 inh: 3; DENV2 CPE rescue: -1; ARNT TACC3 PPI: -5; EWS-Fli block: 8; SIRT5 block: -3; Casp6 inh: -1; PAX8 inh HTS: -29

Other entries:
SMILES	LGR2 inh	DENV2 CPE rescue	ARNT TACC3 PPI	EWS-Fli block	SIRT5 block	Casp6 inh	PAX8 inh HTS
COc1ccc(NC(=S)N2CCC3CC2c2c(Cl)cccc23)c(OC)c1 (stereo not given)	11	-20	x	0	1	-2	-10
CCCNC(=O)Nc1ccc2c(c1)OC[C@H](C)N(CCC)C[C@H](C)[C@H](OC)CN(C)C2=O	-5	10	-7	-4	8	-2	13
Nc1[nH]c(C(=O)c2ccccc2)c(-c2ccc(Cl)cc2Cl)c1C(=O)c1ccc(Cl)cc1	-6	11	x	-2	x	-2	-15
O=[N+]([O-])c1ccc(O)c(C=NNc2ccc(S(=O)(=O)O)cc2)c1	8	-5	1	-5	8	24	23
Cc1noc(C)c1S(=O)(=O)Nc1ccc2c(c1)C(=O)N([C@H](C)CO)C[C@H](C)[C@@H](CN(C)C(=O)C1CCCCC1)OCCCC[C@H](C)O2	-5	-8	11	8	-6	-1	11
CCOc1ccc(C(=O)Nc2ccc3c(c2)C(=O)NC3=O)cc1	-7	3	-3	-8	-3	1	2
Cn1cccc1C(=O)NC(=O)COC(=O)CCNS(=O)(=O)c1cccc(C(F)(F)F)c1	-11	5	39	-9	-1	4	-5
CC(C)C(N)c1csc(NC(=O)Nc2cccc(Cl)c2)n1 (stereo not given)	1	9	x	-11	0	x	-6
CCN(CC)C(=O)C1=C(C)N(Cc2ccc(F)cc2)C(=O)C(CC(=O)NCc2cccc3ccccc23)C1 (stereo not given)	-8	-2	x	1	-1	-5	10
CCc1nc2ccccc2c(C(=O)NCc2ccc(OC)cc2)c1C	-1	8	-6	23	-3	-1	9
C[C@H](NC(=O)c1nc[nH]c1C(=O)NCCCCCNC(=O)OC(C)(C)C)c1ccccc1	12	-5	7	14	4	4	23
O=[N+]([O-])c1cccc(S(=O)(=O)NCCc2cccs2)c1	17	3	3	-10	9	2	-4
CN(CC(=O)Nc1c(Cl)cccc1Cl)C(=O)c1cccc(S(=O)(=O)NCc2ccccc2)c1	-31	-7	-5	1	-4	2	14
COc1ccccc1NC(=O)NNC(=O)CN1C(=O)COc2ccccc21	5	6	-4	-1	x	1	2
Cc1ccc(C(=O)NCc2ccc(N3CCN(C)CC3)cc2)cc1C	12	-4	10	-25	-1	-5	-19
CCC(C)NCCOCCOc1ccc(Cl)cc1Br (stereo not given)	-9	0	-3	12	-4	-6	6
COC1C(CO)OC(n2c3c(Cl)cccc3c3c4c(c5c6cccc(Cl)c6[nH]c5c32)C(=O)NC4=O)C(O)C1O (stereo not given)	60*	u	-1	56*	x	1	113*
O=c1[nH]c(C2CCN(S(=O)(=O)Cc3ccccc3)CC2)nc2c1nnn2Cc1cccc(Cl)c1	13	1	x	10	2	2	39
O=C(c1cnccn1)N1CC(=O)N2[C@H](C1)[C@@H](c1ccc(C#CC3CCCC3)cc1)[C@@H]2CO	10	-6	x	10	7	-2	x
CC(C)NC(=O)N(C)C[C@@H]1Oc2ncc(C#CC(C)(C)O)cc2C(=O)N([C@H](C)CO)C[C@@H]1C	8	4	10	-12	0	-2	x

Structural class, those above with an NH in an aromatic ring
SMILES	LGR2 inh	DENV2 CPE rescue	ARNT TACC3 PPI	EWS-Fli block	SIRT5 block	Casp6 inh	PAX8 inh HTS
CC(C)(C)NC(=O)CC1C[C@H](C(=O)N2CCOCC2)[C@@]2(CCC3CCCC3)c3[nH]c4ccccc4c3CCN2C1=O (stereo not given in full)	-13	-1	22	-13	4	1	-8
COCC(=O)N(C)[C@H]1C[C@H]2c3[nH]c4ccccc4c3CCN2C(=O)[C@H]1[C@H](C)O	-24	1	x	-17	1	19	7
COc1ccc2c3c([nH]c2c1)[C@H](CO)N(Cc1ccccn1)CC31CCN(Cc2cccc(F)c2)CC1	-7	-9	x	29	2	-1	x
COCCNc1c(-c2cc3ccc(C)c(C)c3[nH]c2=O)nc2ccccn12	-9	x	4	6	5	3	-49
Cc1cc(OC(C)C(=O)NC(Cc2c[nH]c3ccc(O)cc23)C(=O)O)c2c(C)cc(=O)oc2c1 (stereo not given)	-8	-3	-13	9	-3	8	x
Nc1[nH]c(C(=O)c2ccccc2)c(-c2ccc(Cl)cc2Cl)c1C(=O)c1ccc(Cl)cc1	-6	11	x	-2	x	-2	-15
C[C@H](NC(=O)c1nc[nH]c1C(=O)NCCCCCNC(=O)OC(C)(C)C)c1ccccc1	12	-5	7	14	4	4	23
COC1C(CO)OC(n2c3c(Cl)cccc3c3c4c(c5c6cccc(Cl)c6[nH]c5c32)C(=O)NC4=O)C(O)C1O (stereo not given)	60*	u	-1	56*	x	1	113*
O=c1[nH]c(C2CCN(S(=O)(=O)Cc3ccccc3)CC2)nc2c1nnn2Cc1cccc(Cl)c1	13	1	x	10	2	2	39
